From PubChem BioAssay
HTR5A inv ctr = HTR5A inverse agonism, opioid heterodimer counter-screen; HTR5A cell line, luminescence; P47898; inhibition, % at 9.3 µM; AID 504634; actives 0.083% (n = 340,000); in the data active = inhibition mostly above about 23%, no sharp cut-off; inactive = mostly below about 18%;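 also: 0% = cells with DMSO and 100% = no-cell wells with DMSO; some compounds called inactive have numbers as strong as hits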
Target sequence (P47898 whole entry, looked up): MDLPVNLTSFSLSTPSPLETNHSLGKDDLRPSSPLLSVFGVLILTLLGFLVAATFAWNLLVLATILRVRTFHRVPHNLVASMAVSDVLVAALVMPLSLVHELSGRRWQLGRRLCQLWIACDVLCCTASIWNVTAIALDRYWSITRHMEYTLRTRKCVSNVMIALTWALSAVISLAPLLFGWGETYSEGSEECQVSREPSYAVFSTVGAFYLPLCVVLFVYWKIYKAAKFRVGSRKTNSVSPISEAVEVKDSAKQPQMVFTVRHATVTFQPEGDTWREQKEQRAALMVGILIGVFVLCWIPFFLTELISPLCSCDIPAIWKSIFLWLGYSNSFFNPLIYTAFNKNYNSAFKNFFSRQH
PKA-R1A activ = activators of PKA-R1A complex | P00514+P68181 | PKA-R1A dissociation, Cy5-IP20 fluorescence polarization; scaled: DMSO 0%, 113 µM cGMP 100% | activation, % at 11.4 µM | actives 0.083% (n = 340,000);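 active = percent activation above the mean of all tested compounds plus 3 SD, cut at about 19% in these data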;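 also: higher means more PKAc released from R1A so a rise in polarization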
E coli growth = reduces bacterial viability in AddAB counter-screen; E. coli V3065 growth, OD600 absorbance, 18 h; inhibition, % at 11.9 µM; actives 0.27% (n = 330,000); AID 449728;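 active = inhibition above the campaign's mean inhibition across all tested compounds plus 3 SD, cut at about 9.9% in these data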;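 also: uninfected addAB+ strain grown without phage in ampicillin broth; 0% = DMSO wells and 100% = ciprofloxacin 0.95 µg/ml wells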
SUMO Mot1 rescue = SUMOylation pathway inhibition by Mot1-301 growth rescue; actives 1% (n = 320,000); S. cerevisiae Mot1-301 growth rescue, ATP luminescence, 38.5C; percent above DMSO median, 100 means doubled; growth rescue, % at 18.8 µM;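 active = every valid replicate shows activation above 250% relative to neutral control wells; inactive = the rest, any valid replicate at or below 250%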;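 also: OY570 slx delta 5 strain wells were the positive control but not used for scaling; some compounds called inactive have numbers as strong as hits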
Pemphigus Ab inh = inhibitors of pemphigus antibody binding to human desmoglein-3 | P32926 | DSG3-coupled beads, scFv-anti-DSG3-GFP binding, flow cytometry; hits give low values | binding (percent of control), % at 10 µM | actives 0.48% (n = 310,000) | AID 588358;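 active = binding more than 3 SD below its plate's average and above zero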;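 also: hits lower antibody fragment binding to DSG3; some compounds called inactive have numbers as strong as hits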
phage Ecoli inh = E. coli growth loss with phage present; growth absorbance; inhibition, % at 11.9 µM; actives 0.26% (n = 360,000); in the data active = inhibition above about 11%
OPRM1-OPRD1 ag = agonists of human mu-delta opioid receptor heterodimerization; AID 504326; activation, % at 9.3 µM; P35372+P41143; actives 0.3% (n = 340,000); cells, OPRM1-OPRD1 heterodimerization, luminescence; in the data active = activation above about 18%;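 also: 0% = vehicle-treated cells and 100% = reference agonist; values of inactives mirror those of a sister screen read the other way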
MOR-DOR inv ag = inverse agonist of human OPRM1-OPRD1 heterodimerization | P35372+P41143 | cell-based MOR-DOR heterodimer luminescence, inverse agonism | inhibition, % at 9.3 µM | actives 0.21% (n = 340,000) | AID 504357; in the data active = inhibition above about 22%, passing the limit was not always enough;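 also: 0% = cells with DMSO and 100% = wells without cells with DMSO; values of inactives mirror those of a sister screen read the other way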
HTR5A ag = HTR5A agonism, opioid heterodimer counter-screen. P47898. AID 504692. actives 0.61% (n = 340,000). activation, % at 9.3 µM. HTR5A agonist assay, luminescence, cell-based; in the data active = activation mostly above about 9.5%, no sharp cut-off; inactive = mostly below about 7.6%;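 also: 0% = cells with vehicle only and 100% = reference agonist; strong numbers were not always called active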
PfHsp90 set2 = growth inhibition of yeast expressing Plasmodium Hsp90. S. cerevisiae expressing PfHsp90, BacTiter-Glo ATP, 48 h; yeast lacking PDR1 and PDR3 efflux regulators. inhibition, % at 9.4 µM. actives 0.32% (n = 310,000);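 active = every replicate shows inhibition above about 80%, whatever the replicate mean, limit read from the data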;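 also: 0% = DMSO neutral controls and 100% = 20 µM radicicol positive controls; yeast relying on Plasmodium falciparum Hsp90 in place of its own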
AddAB inh = less growth of phage-infected E. coli with AddAB. E. coli expressing H. pylori AddAB, absorbance growth. inhibition, % at 11.9 µM. actives 0.29% (n = 330,000); in the data active = inhibition above about 12%;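 also: 0% = vehicle wells of infected cells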
Starred values were filed as active, the others as inactive; nt = not tested or not shown.

Each structure is followed by: AddAB inh	Pemphigus Ab inh	SUMO Mot1 rescue	E coli growth	HTR5A inv ctr	HTR5A ag	OPRM1-OPRD1 ag	phage Ecoli inh	PfHsp90 set2	MOR-DOR inv ag	PKA-R1A activ
1. O=C(Nc1ccc(SC(F)(F)F)cc1)c1ccccn1
  -1.0	104	-3	2.3	4	-1	3.5	5.4	-1	-18	-4
2. CCOC(=O)Cc1csc(NC(=O)CN2C(=O)c3ccccc3C2=O)n1
  -0.3	nt	6	-0.9	-8	-2	-0.4	1.6	-1	2	-13
3. O=S(=O)(/C=C/c1ccccc1)NCc1ccccc1Cl
  3.6	127	14	1.0	-25	1	3.5	3.4	3	-19	1
4. COc1ccc(C2=NS(=O)(=O)N(C)C(C(=O)N3CCOCC3)=C2)cc1
  2.2	97	-4	1.6	-10	-6	-2.3	0.8	-11	14	-14
5. COc1ccc(CCNC(=O)Cn2nnc(-c3cccc(OC)c3OC)n2)cc1OC
  1.7	104	31	-0.6	-2	1	1.6	0.9	nt	-8	12
6. O=C(COC(=O)CNC(=O)c1ccc(Cl)cc1)Nc1ccc2c(c1)OCCO2
  -0.5	117	-21	-0.3	-10	4	0.6	1.5	12	-3	-1
7. O=C(NCC(=O)N1CCC2(CC1)NCCc1[nH]cnc12)c1ccccc1F
  2.5	103	13	1.6	-6	-3	-0.9	-1.1	-19	5	-8
8. COc1ccc(-c2cc3ccc(O)cc3oc2=O)cc1OC
  1.5	101	-5	-0.8	-13	3	2.1	1.8	24	-11	6
9. C/C(=N\Nc1nc2ccccc2[nH]1)c1ccc(Cl)s1
  6.1	108	44	-0.9	-53	8	8.5	1.7	nt	-45	2
10. CC(=O)Nc1ccc(S(=O)(=O)NCCC(=O)OCC(=O)c2cccc(Br)c2)cc1
  nt	101	nt	nt	0	0	-3.6	5.1	nt	23	-2
11. O=C(O)C1C2CCCCC2=C2CCCCC2C1C(=O)O (stereo not given)
  0.0	86	24	-0.6	21	-8	1.9	2.3	nt	-9	-8
12. CCCCN=C(C)C1=C(O)CSC1=O
  2.4	110	18	0.7	-8	0	-0.5	-1.4	10	2	-1
13. Nc1nc(SCC(=O)Nc2cccc(Oc3ccccc3)c2)n[nH]1
  -1.1	128	1	-0.3	-16	-1	-2.8	6.2	-1	13	-14
14. NC(=O)C1(N2CCCCC2)CCN(C(=S)Nc2cc(F)cc(F)c2)CC1
  -1.6	84	7	-0.6	2	2	-3.2	2.8	15	16	2
15. Cc1cccc(NC(=O)NCc2ccccn2)c1
  -1.6	nt	10	-1.5	16	-1	-2.4	2.6	-6	15	-13
16. Cc1cc(C)c(S(=O)(=O)N2CCCOC2CNC(=O)C(=O)NCCCn2ccnc2)c(C)c1 (stereo not given)
  0.0	99	-18	0.4	5	5	-1.4	4.1	5	7	3
17. COc1ccc2ccc(OCC(=O)N3c4ccccc4NC(=O)CC3C)cc2c1 (stereo not given)
  1.3	nt	-3	0.3	-20	7	-0.9	3.9	-12	4	-7
18. Cc1cc(C)cc(N(CC(=O)NCc2ccc3c(c2)OCO3)C(=O)CCC(=O)Nc2ccccn2)c1
  3.5	105	-15	2.2	-13	2	-1.4	-8.1	19	6	4
19. Cc1nn(-c2ccccc2)c(C)c1/C=N/n1c(-c2ccc(C(C)(C)C)cc2)n[nH]c1=S
  3.3	107	-4	-0.5	2	-4	-1.1	2.5	-15	5	-2
20. COC(=O)c1ccsc1NS(=O)(=O)c1ccccc1
  -0.2	105	60	1.2	18	-8	-0.6	0.2	-6	3	-2
21. Cc1ccc(Nc2nc(Oc3ccc(=O)[nH]n3)nc(N(C)C)n2)cc1
  2.4	nt	8	-3.0	8	-4	0.7	-2.8	13	-3	-2
22. O=C(N/N=C/c1ccccc1OCc1ccccc1Cl)c1cccnc1
  0.3	103	nt	1.4	3	-2	2.7	2.5	3	-15	-26
23. Cc1ccc(SC(C)C(=O)NCc2cccnc2)cc1 (stereo not given)
  0.3	94	-5	0.2	15	-3	-2.2	2.8	-12	13	7
24. Cc1c(C2=CCN(S(=O)(=O)c3ccc(Br)cc3)CC2)c2ccccc2n1C
  3.2	95	-8	1.3	-11	2	-0.6	0.7	-10	3	-6
25. C/C(=N\NC(=O)C(=O)Nc1cc(Cl)ccc1Cl)c1ccncc1
  0.5	117	-5	2.0	14	1	-2.0	5.0	7	11	9
26. COC(=O)c1ccc(OC)c(OC)c1Cl
  1.1	nt	-7	-0.2	25	8	-3.2	1.9	1	16	-10
27. Cc1ccc(OCC(=O)Nc2ccc(NC(=O)c3cccs3)cc2)c(C)c1
  2.6	112	-19	0.8	-30	10	20*	1.1	-4	-159	1
28. COc1cccc(/C=C2\SC(=S)N(CCCC(=O)N3CCCC3)C2=O)c1
  -1.3	91	-20	-2.5	19	-1	-1.5	-1.8	1	8	-14
29. CCOC(=O)Cc1csc(NC(=O)CSc2nnc(-c3ccncc3)n2Cc2ccco2)n1
  0.7	102	-2	1.1	3	1	-0.7	1.1	67	4	-2
30. CC1=NNC(=O)C1CCC(=O)N/N=C/c1ccccc1 (stereo not given)
  5.3	107	3	2.8	-12	6	-2.7	-0.4	-13	14	5
31. O=C(O)Cc1ccc(NCc2ccccc2Cl)cc1
  0.9	nt	67	-0.1	-9	0	-0.8	2.1	16	4	12
32. Cc1nccn1CC(=O)N/N=C/c1cccs1
  0.7	nt	111	-1.9	-21	-1	-3.1	0.8	-29	15	-7
33. O=C(CSc1n[nH]c(-c2ccccn2)n1)Nc1cccc(Cl)c1
  -2.6	96	42	-4.0	10	3	-3.1	-4.3	8	16	2
34. Cc1ccc(-c2cn3nc(-c4ccccc4)c(-c4ccccc4)nc3n2)cc1
  -0.4	132	0	-0.2	nt	nt	nt	-0.4	nt	nt	nt
35. CC(Oc1ccc(Cl)cc1Cl)c1ccnc(N)n1 (stereo not given)
  2.0	101	-14	-0.2	2	-1	-0.2	2.0	-31	1	2
36. Cc1ccc(CN2CCNC(=O)C2CC(=O)O)o1 (stereo not given)
  0.5	101	-16	2.2	5	-2	-1.8	3.1	2	10	-9
37. N=C(N)c1ccc(O)cc1
  1.0	95	22	1.1	2	-1	2.4	5.8	14	-13	-3
38. Cc1cccc(NCC(=O)N/N=C\c2cccc(Oc3ccccc3)c2)c1
  1.2	102	-21	-0.3	-14	5	4.7	3.8	-5	-34	2
39. CC(=O)c1ccc(NC(=O)CN2C(=O)NC(C)(c3ccc4c(c3)OCCO4)C2=O)cc1 (stereo not given)
  0.6	100	-11	-1.9	2	-1	-1.9	2.2	13	7	-5
40. COc1ccc(-c2nn(-c3ccccc3)cc2CNC[C@H]2O[C@@H](n3cnc(C(N)=O)n3)[C@H](O)[C@@H]2O)cc1
  nt	96	nt	nt	-8	2	-0.9	1.5	-6	4	-1
41. COCCn1c(SCC(=O)NC2CC2)nc2ccccc21
  3.2	nt	-7	4.2	4	-2	-1.6	2.4	4	6	-10
42. Cc1cc(C)n(CCCNC(=O)CN(C)S(=O)(=O)c2ccc(Cl)cc2)n1
  1.5	126	817*	1.6	16	-7	-1.2	1.6	1	7	-2
43. COCCN(Cc1ccccc1)C(=S)Nc1ccc(Cl)cc1
  -0.6	103	-11	-0.3	38	0	0.4	1.6	1	-2	-7
44. CC(C(=O)N(C)C1CCS(=O)(=O)C1)N1C(=O)/C(=C/c2ccco2)SC1=S (stereo not given)
  0.8	103	-6	-0.7	4	-1	1.1	1.8	-4	-6	-3
45. CN(C)/C=N/n1cnc2ccccc2c1=O
  2.1	98	-7	1.1	1	1	-3.4	2.4	-8	18	-8
46. CCn1cc(C(=O)NCCc2ccc(OC)cc2)c(=O)c2ccc(C)nc21
  0.3	111	4	-0.7	6	-2	1.5	3.0	2	-12	-3

A draw from above in order of molar mass, ascending:
Each structure is followed by: AddAB inh	Pemphigus Ab inh	SUMO Mot1 rescue	E coli growth	HTR5A inv ctr	HTR5A ag	OPRM1-OPRD1 ag	phage Ecoli inh	PfHsp90 set2	MOR-DOR inv ag	PKA-R1A activ
37. N=C(N)c1ccc(O)cc1
  1.0	95	22	1.1	2	-1	2.4	5.8	14	-13	-3
31. O=C(O)Cc1ccc(NCc2ccccc2Cl)cc1
  0.9	nt	67	-0.1	-9	0	-0.8	2.1	16	4	12
34. Cc1ccc(-c2cn3nc(-c4ccccc4)c(-c4ccccc4)nc3n2)cc1
  -0.4	132	0	-0.2	nt	nt	nt	-0.4	nt	nt	nt
46. CCn1cc(C(=O)NCCc2ccc(OC)cc2)c(=O)c2ccc(C)nc21
  0.3	111	4	-0.7	6	-2	1.5	3.0	2	-12	-3
44. CC(C(=O)N(C)C1CCS(=O)(=O)C1)N1C(=O)/C(=C/c2ccco2)SC1=S (stereo not given)
  0.8	103	-6	-0.7	4	-1	1.1	1.8	-4	-6	-3
39. CC(=O)c1ccc(NC(=O)CN2C(=O)NC(C)(c3ccc4c(c3)OCCO4)C2=O)cc1 (stereo not given)
  0.6	100	-11	-1.9	2	-1	-1.9	2.2	13	7	-5
40. COc1ccc(-c2nn(-c3ccccc3)cc2CNC[C@H]2O[C@@H](n3cnc(C(N)=O)n3)[C@H](O)[C@@H]2O)cc1
  nt	96	nt	nt	-8	2	-0.9	1.5	-6	4	-1
